LGR2 antag = inhibitors of bursicon-induced LGR2 CRE-luciferase signal, primary screen, cell-based, HEK293, CRE-luciferase reporter, bursicon stimulation. bursicon-stimulated, 4 h. AID 720647, 2013. Drosophila bursicon receptor LGR2 (rickets). 380,000 compounds, 0.35% hits. inhibition, % at 9.99 µM;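 active = drop in luminescence signal, shown as inhibition above about 50% in the replicate tests, limit read from the data, passing the limit was not always enough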;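 also: agonist challenge used bursicon conditioned medium at about half maximal strength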
FN deposit inh = inhibitors of fibronectin matrix deposition, primary screen, AH1F cells, Alexa488-fibronectin fluorescence, plate reader; AH1F fibroblasts, overnight; inhibition, % at 12.6 µM; 350,000 compounds, 0.086% hits;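 active = mean inhibition across replicates of 30% or more, regardless of how many single replicates reach that level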;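 also: positive control wells lacked labelled fibronectin entirely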
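Assay system: AH1F fibroblasts / Quantity: 10000 cells per well / Medium: DMEM plus 2% serum, read in PBS / Reagent: labelled fibronectin 24 nM / Dosing: single dose, pinned / Times: 1 h cell attachment, overnight exposure to compound and label / Signal: fluorescence, ex 485 nm, em 525 nm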
An asterisk follows results filed as active; & = joins results of further samples. Not all compounds are listed; the hit share may differ from the screen's.

Start of the data: the first 2 records, to show the layout:
cpd | canonical_smiles | LGR2 antag | FN deposit inh
1 | COc1ccc(N2C(=O)/C(=C\c3ccco3)N=C2SCC(=O)N(C(C)C)C(C)C)cc1Cl | 13 | 9
2 | COc1ccc(NC(=S)N2CCN(c3ccccn3)CC2)cc1OC | 7 | 1

This part in full, repeating the preview:
cpd | canonical_smiles | LGR2 antag | FN deposit inh
1 | COc1ccc(N2C(=O)/C(=C\c3ccco3)N=C2SCC(=O)N(C(C)C)C(C)C)cc1Cl | 13 | 9
2 | COc1ccc(NC(=S)N2CCN(c3ccccn3)CC2)cc1OC | 7 | 1
3 | COc1ccc(C2CC(c3ccccc3OC(C)=O)=NN2C(=O)/C=C/c2ccccc2)cc1 (centres undefined) | -29 | 3
4 | S=c1[nH]c2ccc3ccccc3c2[nH]1 | -13 | -3
5 | Cc1noc(C)c1C(=O)OC(C)C(=O)Nc1ccc(S(=O)(=O)NC(C)C)cc1 (centres undefined) | -15 | 6
6 | CC(C)(C)OC(=O)N1CCC(C(=O)N[C@@H](Cc2ccccc2)C(=O)O)(c2ccccc2)CC1 | 15 | 3
7 | O=C(NCC1CCCO1)c1sc2cc(Cl)ccc2c1Cl (centres undefined) | -32 | -3
8 | CC1CN(C(=O)C(Sc2ccccc2)c2ccccc2)CC(C)O1 (centres undefined) | 2 | 9
9 | CCc1nnc(NS(=O)(=O)c2ccc(NC(=S)NC(=O)c3ccc(OC)cc3)cc2)s1 | 18 | 1
10 | C=CCn1c(-c2ccccc2OC)n[nH]c1=S | 1 | 2
11 | CCOc1ccc2cc(C3CC(c4ccco4)=NN3S(=O)(=O)c3ccccc3)c(Cl)nc2c1 (centres undefined) | 20 | -6
12 | Cc1cccc(Nc2c([N+](=O)[O-])c(=O)n(C)c3ccccc23)c1 | -12 | 2
13 | CCCn1c2ccccc2c2nnc(SCc3[nH]c(=O)[nH]c3C(=O)CCCCC(=O)OCC)nc21 | -2 | -2
14 | NC(=NCCc1ccccc1)NS(=O)(=O)c1ccc2ccccc2c1 | 0 | -1
15 | CCN(CC)c1ccc(NC(=S)NC(=O)Cc2ccccc2)cc1 | -46 | 5
16 | COc1ccc(C(=O)Nc2ccc([N+](=O)[O-])cn2)c(OC)c1 | 40 | 3
17 | O=C(OCCN1C(=O)c2cccc3c(N4CCOCC4)ccc(c23)C1=O)c1ccccc1Cl | 76* | -2
18 | N#C/C(C(=O)NCc1ccco1)=C1/SC=C(c2ccccc2)N1c1ccccc1 | -4 | -4
19 | O=C(CN1CCCCCC1)N/N=C/c1cccc(Cl)c1Cl | -21 | 9
20 | Cc1cccc(OCC(=O)Nc2cccc(C(=O)Nc3ccccc3C(=O)O)c2)c1 | -3 | 3
21 | CCn1cc(C(=O)OCC(=O)c2cc(C)n(-c3ccccc3)c2C)c(=O)c2ccc(C)nc21 | -41 | 4
22 | Cc1ccc(CNC(C)c2ccccc2)cc1 (centres undefined) | 2 | 3
23 | Cc1ccc(Nc2n[nH]c(C)c2[N+](=O)[O-])cc1 | -69 | -14
24 | O=C(c1cc(C(=O)NCCc2ccccc2)c(=O)n(CCc2ccccc2)c1)c1cc(Cl)ccc1O | 12 | -3

Retrieved by structure from the list above:
cpd | canonical_smiles | LGR2 antag | FN deposit inh
24 | O=C(c1cc(C(=O)NCCc2ccccc2)c(=O)n(CCc2ccccc2)c1)c1cc(Cl)ccc1O | 12 | -3
14 | NC(=NCCc1ccccc1)NS(=O)(=O)c1ccc2ccccc2c1 | 0 | -1
19 | O=C(CN1CCCCCC1)N/N=C/c1cccc(Cl)c1Cl | -21 | 9
16 | COc1ccc(C(=O)Nc2ccc([N+](=O)[O-])cn2)c(OC)c1 | 40 | 3

New compounds follow.
cpd | canonical_smiles | LGR2 antag | FN deposit inh
25 | C/C=C/c1ccc(C2[C@@H]3CN(Cc4cccc(OC)c4)C[C@H]2N3)cc1 (some centres undefined) | 6 | -2
26 | CC(C)NC(=O)Nc1ccc2c(c1)C(=O)N([C@H](C)CO)C[C@H](C)[C@H](CN(C)C(=O)CCC(F)(F)F)OCCCC[C@@H](C)O2 | 26 | 6
27 | Cc1ccc(-c2cn3cccnc3n2)cc1NC(=O)c1cccs1 | -5 | -5
28 | CC1=[N+]([O-])C(C)(C)C(c2ccc(Br)cc2)=[N+]1[O-] | 8 | -3
29 | O=C(NC1(C(F)(F)F)NC(=O)N(c2ccccc2)C1=O)c1cccs1 (centres undefined) | 18 | 1
30 | Cc1cc2cc(CN(Cc3ccco3)C(=S)NCC3CCCO3)c(=O)[nH]c2cc1C (centres undefined) | 18 | -8
31 | Cc1cccc(-n2cc(-c3ccccc3)c3c(=O)[nH]cnc32)c1 | -14 | 0
32 | CCN(Cc1ccccc1)C(=O)c1ccc(CNS(=O)(=O)c2ccc(C)cc2)cc1 | 4 | -4
33 | CCS(=O)(=O)c1nc(S(=O)(=O)c2ccc(Cl)cc2)c(NCc2ccco2)s1 | -17 | -1
34 | O=C(N/N=C\c1cccc(Cl)c1)c1ccc(Cn2cc(Br)c([N+](=O)[O-])n2)o1 | -8 | 13
35 | CCOc1ccc(NC(=O)CCSc2ccc(C)cc2)cc1 | 11 | -1
36 | C=CCNC(=S)NNC(=O)c1cc(C)nc2ccccc12 | -2 | -4
37 | CN(C)C(=O)c1cccc(-c2ccc(C3[C@H]4CNC[C@@H]3N4Cc3cccnc3)cc2)c1 (some centres undefined) | -4 | -2
38 | COc1ccccc1CCNC(=O)C(=O)NCC1OCCN1S(=O)(=O)c1ccc(Br)cc1 (centres undefined) | -2 | 4
39 | Nc1cccc(CCc2nc3cc4ccccc4cc3[nH]2)c1 | -61 | 3
40 | CCOc1cc(C=C2C(=O)c3ccccc3C2=O)ccc1OCC(=O)Nc1ccc(C)cc1 | 2 | 4
41 | CCOC(=O)c1[nH]c(C)c(C(=O)OCCOc2cccc(C)c2)c1C | -17 | 5
42 | O=C(NNS(=O)(=O)c1ccc(Br)cc1)NC1CCCCC1 | -12 | -5
43 | Cc1cccc(NC(=O)CN2C(=O)S/C(=C\C(=O)Nc3ccc(Cl)cc3)C2=O)c1 | 14 | -3
44 | COc1ccc(-c2nn(-c3ccccc3)cc2/C=N/N=C(N)N)cc1OC | -6 | -8
45 | Nc1oc2ccccc2c(=O)c1C=O | -4 | 4
46 | CCn1cc([N+](=O)[O-])c(C(=O)Nc2ccn(C34CC5CC(CC(C5)C3)C4)n2)n1 | 12 | 5
47 | CC1=C(C#N)C(NC(=O)c2cccc(Cl)c2)(C(F)(F)F)C(=O)N1 (centres undefined) | 14 | -17
48 | O=C(CN1CCSC1=NCc1ccccc1)c1ccc(Cl)cc1 | 7 | -17
49 | C=CCSc1nnc(NC(=O)c2cccc(S(=O)(=O)N(C)c3ccccc3)c2)s1 | 1 | -1
50 | CC(=C/C(=O)O)/C(=C/c1ccccc1)C(=O)O | 1 | 1
51 | CCOC(=O)C1=C(C)NC(=O)C1CC(=O)O (centres undefined) | -3 | -3
52 | Cc1ccc2cc(C=O)c(N(C)C)nc2c1 | -13 | 5
53 | CC(=O)c1ccc2c(c1)C1C=CCC1C(c1ccc(S(=O)(=O)N3CCOCC3)cc1)N2 (centres undefined) | 4 | -7
54 | COc1ccc(Nc2ccc(N3C(=O)CCCC3=O)cc2[N+](=O)[O-])c(OC)c1 | -7 | 1
55 | CC(NC(=S)Nc1c(Cl)cccc1OC(F)F)C(C)(C)C (centres undefined) | -2 | -5
56 | C=CCC1(C#N)C(SC)=NC2=C(C(=O)CC(C)(C)C2)C1c1ccc(Br)cc1 (centres undefined) | 12 | -1
57 | C=CCNCCCCOc1ccccc1-c1ccccc1 | 7 | 1
58 | O=C(NCc1ccccc1)c1cccc(COc2ccc3c(c2)CCC3)c1 | 25 | -1
59 | O=C(CSc1ccc2ccccc2c1)Nc1ccc(S(=O)(=O)Nc2nccs2)cc1 | 6 | 2
60 | CCOC(=O)N1CCC(N2Cc3cccc(C(=O)N4CC(C)CC(C)C4)c3C2=O)CC1 (centres undefined) | 2 | -4

61) COc1ccc(/C=N/Nc2nc(=O)[nH]nc2C)cc1[N+](=O)[O-]
62) CCCCC(=O)Nc1ccc(NC(=O)c2ccc([N+](=O)[O-])cc2Cl)cc1OC
63) CC(C)[C@H](NC(=O)c1ccccc1)C(=O)OCC(=O)NCCc1ccc(F)cc1
64) CCOc1ccc(N=Nc2c(=O)[nH]n3c(=O)c4c([nH]c23)CCCC4)cc1
65) Cc1ccc2nc(NC(=O)/C=C/c3ccc4c(c3)OCO4)sc2c1
66) COc1ccc(N(C)C(=O)c2cc3c(Cl)nc4ccccc4c3s2)cc1
67) CC1C=CCC2C(=O)N(c3ccc(Cl)cc3O)C(=O)C12 (centres undefined)
68) Cc1nn(-c2ccccc2Cl)c(Cl)c1/C=N/Nc1nc2ccccc2s1
69) O=C(NN1C(=O)C2C3C=CC(C4CC34)C2C1=O)c1ccc(Cl)c(Cl)c1 (centres undefined)
70) O=C(COC(=O)c1c2c(nc3ccccc13)/C(=C/c1cccc([N+](=O)[O-])c1)CCC2)NC1CCS(=O)(=O)C1 (centres undefined)
compound no.	61	62	63	64	65	66	67	68	69	70
LGR2 antag	9	-4	8	15	-1	0	7	72*	-12	20
FN deposit inh	-10	-2	-1	0	-3	-4	2	-4	-1	11

71) Cc1ccccc1N1CCN(C(=S)c2ccc([N+](=O)[O-])cc2)CC1
72) Cc1nn(C(C)CC(=O)O)c(C)c1C (centres undefined)
73) COc1ccc(N(Cc2cc3ccccc3[nH]c2=O)S(C)(=O)=O)cc1
74) O=C(OC(C(=O)Nc1cccc(C(F)(F)F)c1)c1ccccc1)C1CCCCC1 (centres undefined)
75) CC/C(=N\NC(=O)c1c(-c2ccccc2)noc1C)c1ccc(C)o1
76) CCOCCCNC(=S)NCCc1ccccc1
77) CCc1nc(N)c(C#N)c(-c2ccco2)c1C
78) O=C(CCN1CCN(Cc2ccccc2)CC1)NNC(=O)Cc1ccc(Cl)c(Cl)c1
79) NS(=O)(=O)c1ccc(CCNC(=O)COC(=O)CCSc2ccc(Cl)cc2)cc1
80) COC(=O)CNC(c1ccccc1)c1cc(C)ccc1NS(=O)(=O)c1ccc(C)cc1 (centres undefined)
compound no.	71	72	73	74	75	76	77	78	79	80
LGR2 antag	-4	5	-3	-9	-5	-23	-5	0	3	5
FN deposit inh	-3	-9	-6	1	-3	5	0	4	0	-4

81) O=C(CCNc1ccccc1)c1cccc([N+](=O)[O-])c1
82) COc1ccc(N2CCN(C(=O)CSc3nnc4c(C)cc5ccccc5n34)CC2)cc1
83) COc1ccc(/C=C2/C(=O)OCc3cc(OC)c(OC)cc32)cc1
84) O=C(NC1CCCC1)N1[C@@H]2CNC[C@H]1C2c1ccc(-c2cccnc2)cc1 (some centres undefined)
85) Cc1ccc2nsnc2c1NC(=O)c1sc2ccccc2c1Cl
86) COc1ccccc1-c1ccc(=O)n(CC(=O)Nc2ccc(C(=O)N3CCCC3)cc2)n1
87) Cc1cccc(NC(=S)Nc2cccc(C(F)(F)F)c2)n1
88) Cc1ccc(NCC(=O)Nc2cccc(S(=O)(=O)N(C)C)c2)c(Cl)c1
89) CCNc1nc(C)c(CN(C(C)=O)c2ccccc2)nc1C#N
90) O=C(/C=C/Nc1ccc(Cc2ccc(N/C=C/C(=O)C(F)(F)F)cc2)cc1)C(F)(F)F
compound no.	81	82	83	84	85	86	87	88	89	90
LGR2 antag	6	11	-12	16&-5	2	-4	-3	-18	13	-10
FN deposit inh	5	0	3	-3&-5	-4	-11	0	2	-6	4

91) O=C(NN=C1CCCC1)c1cc(-c2ccccc2)n[nH]1
92) Cc1ccc(CNC(=O)c2ccccc2SCC(=O)NCC2CCCCC2)cc1
93) CN(C)c1ccc(/C=C(/C(=O)c2ccc(Cl)cc2Cl)n2cncn2)cc1
94) O=C(Nc1nc2ccccc2s1)C1c2ccccc2Oc2ccccc21
95) Cc1cc(C(=O)NC(C)c2ccc3c(c2)OCO3)cs1 (centres undefined)
96) CC(C)(C)CC(=O)O/N=C(\N)c1ccccn1
97) CC(=O)Nc1ccccc1NC(=O)c1cccc2ccccc12
98) CN(C1CCCCC1)S(=O)(=O)c1ccc(NC(=S)NC(=O)c2cccs2)cc1
99) COc1ccccc1C(=O)NNC(=O)c1cccc(F)c1
100) NC(=S)N/N=C\c1c2ccccc2cc2ccccc12
compound no.	91	92	93	94	95	96	97	98	99	100
LGR2 antag	-29	7	9	14	8	62*	-8	-3	2	-14
FN deposit inh	2	7	-10	-13	6	9	2	-3	6	-2

Full records, quoted from the list. Order of screens: LGR2 antag	FN deposit inh
`CC(=O)Nc1ccccc1NC(=O)c1cccc2ccccc12` is listed with -8	2
`COc1ccccc1C(=O)NNC(=O)c1cccc(F)c1` is listed with 2	6
`O=C(Nc1nc2ccccc2s1)C1c2ccccc2Oc2ccccc21` is listed with 14	-13
`CN(C)c1ccc(/C=C(/C(=O)c2ccc(Cl)cc2Cl)n2cncn2)cc1` is listed with 9	-10

More compounds follow.
101) O=C(NCCN1CCOCC1)c1cc2cc([N+](=O)[O-])ccc2s1
102) O=C(C(Sc1ccccc1)c1ccccc1)N1CCN(c2ccccc2)CC1 (centres undefined)
103) CC(/C=C1\N=C(SCc2ccccc2)SC1=O)=C\c1ccccc1
104) Cc1cc(O)c(-c2ccno2)cc1Cl
105) CC(=O)c1cccc(NC(=S)NC(=O)c2ccccc2Cl)c1
106) Cc1ccc(-c2nnc(SCC(=O)Nc3cccc(C(=O)N4CCOCC4)c3)n2C)cc1
107) O=[N+]([O-])c1ccc2[nH]nc(-c3ccccc3)c2c1
108) CCCCC1C2=C(CCCC2=O)OC2=C1C(=O)CCC2
109) COc1cc(C(=O)NNC(=S)NC(=O)c2ccccc2C)cc(OC)c1OC
110) Cc1ccc(S(=O)(=O)N2CCCCC2)cc1NC(=O)COC(=O)Cc1cccc(C(F)(F)F)c1
compound no.	101	102	103	104	105	106	107	108	109	110
LGR2 antag	7	10	0	30	-18	9	-5	-10	31	-5
FN deposit inh	0	1	1	9	6	-3	-2	-2	-2	-5

From PubChem
